Screening data (PubChem)
Keap1-Nrf2 PPI: Keap1-Nrf2 protein-protein interaction inhibitors, primary screen, biochemical, fluorescence polarization, single point; Kelch-like ECH-associated protein 1 (Homo sapiens), Q14145; Keap1 Kelch-Nrf2 peptide fluorescence polarization, 1536-well; inhibition, % at 9.4 µM; 340,000 compounds, 0.15% hits; AID 504523, 2011; in the data active means inhibition above about 12%;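 further: human Keap1 Kelch domain with fluorescein labeled Nrf2 9mer peptide probe; 0% = neutral control wells and 100% = peptide positive control; higher means more block of Keap1 binding to Nrf2 peptide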
RTF Ca sens inh: cardiac RTF calcium sensitivity inhibitors, primary screen, biochemical, IANBD-TnC fluorescence, EC70 calcium. Troponin I, cardiac muscle (Homo sapiens) + Troponin T, cardiac muscle (Homo sapiens) + …. IANBD-labeled cardiac RTF, Ca2+ fluorescence. inhibition, % at 7.15 µM. 340,000 compounds, 0.12% hits. AID 493244, 2011;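 active means inhibition above the mean inhibition of all tested compounds plus 3 SD, cut at about 17% in these data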;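 further: assay run at fixed EC70 calcium of 1.6 mM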
LANA DNA inh: inhibitors of KSHV C-LANA binding to DNA, primary screen, biochemical, fluorescence polarization, FAM-LBS DNA, MBP-C-LANA, single point. Kaposi's sarcoma herpesvirus LANA C-terminal domain (residues 932-1162) DNA binding. inhibition, % at 9 µM. 340,000 compounds, 0.078% hits;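 active means highest replicate inhibition at or above 60% at 9 µM, even if other replicates fall short; inactive means all replicates below 60% inhibition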;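 further: 0% = neutral control wells and 100% = 4 µM acridine orange control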
MOR-DOR ag: agonists of OPRM1-OPRD1 heterodimerization, primary screen, cell-based, luminescence; 340,000 compounds, 0.3% hits; Mu-type opioid receptor (Homo sapiens) + Delta-type opioid receptor (Homo sapiens), …; AID 504326, 2011; activation, % at 9.3 µM; cells; in the data active means activation above about 18%;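 further: 0% = vehicle-treated cells and 100% = reference agonist; values of inactives mirror those of a sister screen read the other way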
Arrestin-AP2 inh: inhibitors of beta-arrestin/AP2 binding, primary screen, biochemical, GPCR trafficking, flow cytometry | FITC-arrestin peptide / GST-AP2 beads; AP2 beta2 appendage carries R879A mutation | inhibition, % at 10 µM | 340,000 compounds, 0.31% hits;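 active means inhibition above a set limit, near 3 SD of compounds lacking own fluorescence, cut at about 54% in these data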;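 further: plate controls were DMSO wells for no effect and 5 µM unlabelled arrestin peptide for full effect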
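Test system: GST-tagged AP2 beta2-adaptin appendage (R879A) on 4 µm glutathione beads; also added: fluorescein-tagged arrestin peptide at 50 nM final; timing: 12 min plus 1 h, RT; signal: flow cytometry, FL1 (488/535 nm); read-out: percent drop in bead-associated FITC signal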
cardiac RTF act: cardiac RTF calcium sensitivity activators, primary screen, biochemical, IANBD-TnC fluorescence, EC20 calcium | activation, % at 7.2 µM | IANBD-labeled TnC RTF fluorescence at EC20 calcium; 0% EC20 calcium, 100% full calcium | 340,000 compounds, 0.24% hits | AID 493008, 2010 | Troponin I, cardiac muscle (Homo sapiens) + Troponin T, cardiac muscle (Homo sapiens) + …;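 active means activation above the mean over all tested compounds plus 3 SD, cut at about 30% in these data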;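 further: rise in fluorescence read as greater calcium sensitivity of cardiac thin filaments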
Wnt act: Wnt/beta-catenin pathway activators, primary screen, cell-based, plate reader, single point; Wnt/beta-catenin reporter cell assay, activator; activation, % at 9.35 µM; 300,000 compounds, 1.2% hits; in the data active means activation above about 30%, passing the limit was not always enough;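 further: 0% = neutral control wells and 100% = positive control wells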
DSG3 Ab inh: inhibitors of pemphigus antibody binding to DSG3, primary screen, biochemical, bead-based, flow cytometry, scFv-GFP; DSG3-coupled beads, scFv-anti-DSG3-GFP binding; stronger effect = lower value; binding (percent of control), % at 10 µM; Desmoglein-3 (Homo sapiens), P32926; 310,000 compounds, 0.48% hits;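 active means binding more than 3 SD below its plate's average and above zero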; further: some compounds called inactive have numbers as strong as hits
OPRM1-OPRD1 inv: inverse agonists of MOR-DOR heterodimerization, primary screen, cell-based, luminescence | AID 504357, 2011 | 340,000 compounds, 0.21% hits | inhibition, % at 9.3 µM | Mu-type opioid receptor (Homo sapiens) + Delta-type opioid receptor (Homo sapiens), … | cell-based MOR-DOR heterodimer luminescence, inverse agonism; in the data active means inhibition above about 22%, passing the limit was not always enough;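 further: 0% = cells with DMSO and 100% = wells without cells with DMSO; values of inactives mirror those of a sister screen read the other way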
V-ATPase pH: regulators of yeast V-ATPase proton pumping, primary screen, pHLuorin cytosolic pH fluorescence; AID 504577, 2011; response, % at 10 µM; S. cerevisiae; 350,000 compounds, 0.37% hits; in the data active means response mostly above about 7.3%, no sharp cut-off; inactive means mostly below about 5.4%; further: actives read high; inactives centre near 0; some compounds called inactive have numbers as strong as hits; reference of the scale not given here
An asterisk follows results filed as active; i = inactive; nt = not tested or not shown.

RTF Ca sens inh,LANA DNA inh,V-ATPase pH,OPRM1-OPRD1 inv,DSG3 Ab inh,Keap1-Nrf2 PPI,cardiac RTF act,Arrestin-AP2 inh,MOR-DOR ag,Wnt act,mol
1,-0.1,2,8,93,1,21,23,-1.5,nt,O=C(O)c1ncc(-c2ccccc2)cn1
-9,-1.1,-2,-5,104,3,6,22,0.9,nt,O=S(=O)(c1cccs1)n1nnc2ccccc21
0,1.3,-4,9,100,4,-2,36,-1.6,-1,CC[C@@H](C)C(C(=O)N1CCN(C(=O)OC(C)(C)C)CC1)n1cc(-c2cn([C@@H](C)C(=O)N3CCN(C(=O)OC(C)(C)C)CC3)nn2)nn1 (stereo partly drawn)
nt,nt,1,nt,99,nt,nt,13,nt,-2,Cc1ccc(S(=O)(=O)n2nccc2-c2c(-c3ccccc3)noc2C)cc1
-11,2.9,1,22,nt,5,0,33,-4.8,1,Cc1ccc(-n2c(C)cc3c2CCCC3=O)cc1
-4,-0.3,0,10,98,2,2,19,-1.9,-3,CC(C)C(=O)OCCN=C1NS(=O)(=O)c2ccccc21
-12,6.0,4,10,103,-1,-1,-18,-1.8,-2,Cc1cc([N+](=O)[O-])nn1CC(=O)N1c2ccccc2CC1C (stereo not drawn)
-1,-0.5,1,7,nt,-3,1,8,-1.8,-2,O=C1CCC(C(=O)N(Cc2ccco2)C2(C(=O)NC3CCCC3)CCCCC2)N1 (stereo not drawn)
2,2.2,2,8,99,-4,2,-3,-1.5,1,O=C(NC1CCCc2ccccc21)c1ccccc1 (stereo not drawn)
-12,0.6,1,-25,99,-2,-7,4,3.8,-2,COc1ccc(-c2nc(NC(=O)c3c(C)noc3C)sc2C)cc1
-7,0.0,2,2,95,-2,-2,3,-0.3,-1,C=CCNC(=S)N/N=C(\C)c1cccc(NC(C)=O)c1
-6,-0.7,1,21,106,-2,4,1,-4.0,nt,COc1ccc(NC(=O)N2CCC(c3nc(-c4cccs4)no3)CC2)cc1
-20,164*,206*,-2,i,121*,109*,-252,0.5,-4,Cc1c2cc(O)c(=O)cc-2oc2cc(O)c(O)cc12
-11,-4.3,1,-8,114,-4,6,10,1.4,2,CC(=O)N1CCN(c2ccc(NC(=O)c3cccc([N+](=O)[O-])c3)cc2)CC1
4,0.0,-3,-1,nt,-1,0,31,0.2,nt,CCCCOC(=O)c1cc(-c2ccc(/C=N/n3cnnc3)o2)ccc1Cl
3,0.3,0,5,100,-3,9,4,-0.9,3,COc1ccc(O)c(C2=Nc3ccccc3N=C(c3cccs3)C2)c1
-4,0.3,0,13,119,-3,5,7,-2.2,0,CCCCC(=O)Nc1ccc(S(=O)(=O)N2CCCCC2c2cccnc2)cc1 (stereo not drawn)
0,4.2,-1,-55,96,2,0,-8,12,0,O=C(Nc1cccc(NC(=O)c2ccc(Br)cc2)c1)c1ccccc1
-1,-1.4,3,7,nt,-8,4,-3,-1.5,18,O=C(CSc1nnc(-c2ccc(C(F)(F)F)cn2)o1)Nc1ccccc1Cl
-15,-0.7,-7,8,nt,-3,-4,2,-1.8,-1,CCC(=O)c1ccc(OCC(O)CN(C)C2CCCCC2)cc1 (stereo not drawn)
0,1.0,4,-11,nt,6,11,4,2.0,18,Fc1ccc(NCc2nnc(SCc3nnc(-c4ccccc4)o3)n2Cc2ccccc2)cc1
-1,0.4,-1,12,99,-3,-5,-8,-2.2,2,COc1ccccc1C(=O)Nc1ccnn1C1CCN(CC2CC=CCC2)CC1 (stereo not drawn)
-13,1.3,0,10,111,0,4,-2,-1.9,nt,COc1ccc(-c2ccc(C#N)c(SCC(=O)Nc3sc4c(c3C#N)CCC4)n2)cc1
1,0.8,-2,13,104,3,-3,8,-2.3,-2,O=C(Cn1cnc2sc(-c3ccccc3)cc2c1=O)N1CCOCC1
-2,7.7,-4,-22,111,-5,4,2,4.4,10,Cc1cc(-c2ccccc2)n(-c2ccccc2)n1
-5,-0.5,-1,19,95,1,-3,46,-4.1,-1,O=C(Nc1ccnc(-c2ccncc2)n1)c1ccc(F)cc1
-5,0.1,2,4,93,-7,-1,-5,-0.6,-1,CCCC(C)c1nnc(NC(=O)CCS(=O)(=O)Cc2ccccc2)s1 (stereo not drawn)
-7,1.3,1,-4,89,-3,-5,21,0.8,-1,O=C(CNC(=O)c1ccc(Br)cc1)NCC(=O)OCC(=O)c1ccccc1
2,1.1,-1,-9,103,0,-1,23,1.9,7,Cc1cc(Cl)c(S(=O)(=O)N/N=C/c2ccc3c(c2)OCO3)c(Cl)c1
-3,-0.4,-2,9,94,-2,1,-2,-1.7,nt,CCOC(=O)CSc1nnc(CNC(=O)c2ccccc2OC)n1-c1ccc(OC)cc1
-17,0.8,-2,4,97,-10,7,1,-0.8,32*,O=C(COC(=O)c1cccs1)c1ccc2ccccc2c1
3,-0.5,3,1,127,-2,1,30,-0.2,nt,CC(C)C(=O)Nc1cccc(-c2cn3ccccc3n2)c1
0,5.4,-1,17,89,1,-7,-8,-3.4,-8,CCOc1ccc(NC(=O)c2c[nH]n3c(=O)cc(C4CCN(C(=O)OC(C)(C)C)CC4)nc23)cc1
-2,0.0,-4,-14,103,0,-2,24,1.7,-2,Cc1ccc(NC(=O)C2CCN(C(=O)c3cccs3)CC2)cc1
-2,-1.1,2,10,91,3,-1,16,-2.0,5,COc1cccc(/C=N/Nc2nccnc2Cl)c1O
1,-1.3,-6,18,101,0,0,3,-3.4,nt,Oc1cc2ccccc2cc1-c1nnc2n1-c1ccccc1SC2

Continued (three carried over from the part before).
RTF Ca sens inh,LANA DNA inh,V-ATPase pH,OPRM1-OPRD1 inv,DSG3 Ab inh,Keap1-Nrf2 PPI,cardiac RTF act,Arrestin-AP2 inh,MOR-DOR ag,Wnt act,mol
-2,0.0,-4,-14,103,0,-2,24,1.7,-2,Cc1ccc(NC(=O)C2CCN(C(=O)c3cccs3)CC2)cc1
-2,-1.1,2,10,91,3,-1,16,-2.0,5,COc1cccc(/C=N/Nc2nccnc2Cl)c1O
1,-1.3,-6,18,101,0,0,3,-3.4,nt,Oc1cc2ccccc2cc1-c1nnc2n1-c1ccccc1SC2
-7,0.6,-1,11,104,3,6,-5,-2.2,1,CC12C(=O)N(c3cccc4cccnc34)C(=O)C1C1C=CC2C1 (stereo not drawn)
2,1.8,-3,-16,93,2,0,18,3.3,8,O=C(COc1cccnc1[N+](=O)[O-])c1ccc(Cl)s1
-4,0.1,0,-8,98,-4,1,9,1.7,nt,CCc1ccc2c(c1)CCCN2C(=O)c1ccccc1C(=O)O
0,0.2,-2,-29,98,-6,-2,-1,5.5,0,Cc1ccc(/C=N\NC(=O)COc2ccc(C)cc2[N+](=O)[O-])cc1
8,-0.5,-4,-13,nt,1,-2,6,2.1,0,Fc1ccc(Cn2nnnc2C(c2ccc(Cl)cc2)N2CCSCC2)cc1 (stereo not drawn)
-3,-0.1,-1,7,98,-5,-6,24,-1.6,-2,c1ccc(-c2csc3ncnc(-n4cnc5ccccc54)c23)cc1
-16,1.9,-1,-3,100,-2,6,3,0.5,-3,COC(=O)c1nnn(CC(=O)NC(=O)Nc2c(C)cccc2C)c1C(=O)OC
-6,-0.3,1,3,98,-1,-1,5,-0.6,-2,O=C(CN1C(=O)CSc2ccccc21)N1CCc2ccccc21
-6,-11,1,-9,94,-2,1,39,1.9,8,c1ccc(CN=C2NN=C(c3ccccc3)CS2)cc1
-2,0.6,3,-18,102,2,4,32,3.0,nt,c1ccc(CCc2nn3c(C4COc5ccccc5O4)nnc3s2)cc1 (stereo not drawn)
0,-1.4,-1,8,108,2,-2,-9,-1.5,1,CCOC(=O)c1ccc(Nc2nnc(C)c3ccccc23)cc1
-2,0.6,0,7,nt,-3,3,-6,-1.6,-1,CCOc1cc(S(=O)(=O)NCCN2CCOCC2)c(C)cc1C
4,-1.5,2,16,88,2,-6,2,-3.2,-1,Cc1cccc2nc(CSc3nc4ccccc4[nH]3)cn12
-9,-0.2,3,4,98,0,-6,-4,-0.6,-3,Cc1c(S(=O)(=O)Nc2cccc3ccccc23)c(=O)n(C)c(=O)n1C
-11,2.9,0,11,101,0,8,32,-2.1,13,Cc1ccc(/C=N/NC(=O)CN2CCN(Cc3ccccc3)CC2)s1
1,-2.5,1,23,99,-3,1,8,-5.3,nt,Cc1ccc(C)c(-n2nnnc2SCC(=O)Nc2c(C)n(C)n(-c3ccccc3)c2=O)c1
-3,1.2,-2,6,97,1,-3,28,-1.1,0,O=C1Nc2ccc(S(=O)(=O)NCC3CCCO3)c3cccc1c23 (stereo not drawn)
